High-throughput results from PubChem BioAssay.
TRPC4 agonist – activators of mouse TRPC4 channel, primary screen, Fluo4 calcium, HEK293 TRPC4beta/mu-opioid cells. Short transient receptor potential channel 4 (Mus musculus), Q9QUQ5. Fluo4 calcium fluorescence; active compounds read high. B-score at 10 µM. 0.49% of 310,000 active;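 active means B-score above 5 SD of library B-scores, and initial fluorescence ratio not above library mean plus 5 SD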;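 further: positive B-score marks a calcium rise read as TRPC4 activation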
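system = HEK293 cells stably co-expressing mouse TRPC4beta and mu-opioid receptor | schedule = Fluo4 dye loading 45 min at room temperature, 110 s recording | measure = B-scored integrated calcium fluorescence ratio | signal = Fluo4 calcium-sensitive dye fluorescence, kinetic, 1 Hz baseline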
KCNK3 inh – human KCNK3 channel inhibitors, primary screen, CHO cells, FluxOR thallium flux, B-score; Potassium channel subfamily K member 3 (Homo sapiens), O14649; FluxOR fluorescence; active compounds read low; B-score at 10 µM; 0.84% of 340,000 active; AID 602410, 2012;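 active means B-score under library mean minus 4 SD, starting fluorescence ratio at most library mean plus 5 SD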;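 further: more negative B-score means stronger inhibition of thallium flux through KCNK3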
Target sequence (O14649 whole entry, looked up): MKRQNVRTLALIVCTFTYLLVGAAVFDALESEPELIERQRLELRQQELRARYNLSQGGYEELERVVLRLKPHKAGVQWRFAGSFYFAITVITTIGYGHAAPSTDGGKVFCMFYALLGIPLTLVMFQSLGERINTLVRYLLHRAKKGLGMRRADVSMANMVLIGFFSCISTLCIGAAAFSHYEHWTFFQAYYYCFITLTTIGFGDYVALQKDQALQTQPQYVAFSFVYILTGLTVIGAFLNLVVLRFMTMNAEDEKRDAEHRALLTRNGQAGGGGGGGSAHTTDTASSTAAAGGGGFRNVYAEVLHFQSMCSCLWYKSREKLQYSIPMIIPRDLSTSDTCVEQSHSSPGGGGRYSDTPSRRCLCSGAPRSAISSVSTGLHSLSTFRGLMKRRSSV
KCNK9 block – KCNK9 potassium channel inhibitors, primary screen, HEK293 cells, thallium flux; Potassium channel subfamily K member 9 (Homo sapiens), Q9NPC2; FluxOR thallium flux fluorescence; active compounds read low; B-score at 10 µM; 1.2% of 310,000 active;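 active means ratio B-score over 3 SD below the library mean, with starting fluorescence within 5 SD of its mean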;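 further: negative B-score means less thallium flux so channel inhibition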
PolyA inhibitor – polyadenylation inhibitors in yeast reporter cells, primary screen, luminescence, S. cerevisiae. S. cerevisiae SKY197-pL101 polyadenylation reporter, beta-gal luminescence; efflux-impaired pdr1/pdr3 knockout yeast; score 100 = 6 SD above DMSO. AID 1875, 2009. 0.02% of 300,000 active. calls only at 12 µM;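 active means lowest replicate activity score at least 50, where 100 means six control SD above control mean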;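 further: yeast exposed to compound for 9 h at 30 °C; higher score means more reporter readthrough which indicates perturbed polyadenylation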
Platelet DG rel – inhibitors of platelet dense granule secretion, primary screen, cell-based, MLPCN, human platelets; 0.22% of 300,000 active; human platelet-rich plasma, SFLLRN dense granule ATP release, luminescence; inhibition, %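 (compounds screened at 7.5 µM in platelet-rich plasma)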;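 active means mean replicate score, as percent of positive control, at or above 50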
DYRK1A inh – rat Dyrk1A kinase inhibitors, primary screen, biochemical, single point, plate reader | AID 504441, 2011 | 0.43% of 310,000 active | inhibition, % at 12.5 µM | Dual specificity tyrosine-phosphorylation-regulated kinase 1A (Rattus norvegicus), Q63470 | ADP-Glo luminescence, NFATc1 peptide; in the data active means inhibition above about 50%;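 further: plate controls were vehicle with enzyme for no effect and no enzyme for full effect; many of its hits are not listed in these tables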
TRPC4 potent – positive allosteric modulators of TRPC4, primary screen, cell-based, mouse TRPC4beta, HEK293 mu-opioid, Fluo-4 calcium; Short transient receptor potential channel 4 (Mus musculus), Q9QUQ5; DAMGO EC20, Fluo-4 Ca2+ flux; active compounds read high; B-score at 10 µM; 0.42% of 310,000 active;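 active means B-score of calcium response area above 5 SD of library B-scores, with initial fluorescence ratio within 5 SD of library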;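 further: B-score of integrated fluorescence ratio over time as area under calcium response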
hERG protect – hERG rescue from dofetilide block, primary screen, cell-based, CHO-hERG, FluxOR thallium flux, dofetilide IC70 | Voltage-gated inwardly rectifying potassium channel KCNH2 (Homo sapiens), Q12809 | dofetilide IC70 present | activation (rescue from dofetilide block), less the hit threshold, % at 10 µM | 0.51% of 310,000 active;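 active means activation above the mean of controls blocked by dofetilide plus 5 SD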;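 further: thallium influx through hERG after potassium depolarization seen as dye fluorescence rise; in these data hits start at about 4.7%; inactives centre near -7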
KCNQ1 block – inhibitors of human KCNQ1 channel, primary screen, cell-based, thallium flux, high-throughput. Potassium voltage-gated channel subfamily KQT member 1 (Homo sapiens), P51787. CHO-K1 KCNQ1, FluxOR thallium flux fluorescence; active compounds read high. B-score at 10 µM. 1.3% of 310,000 active;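 active means compounds whose thallium flux B-score, printed positive for inhibition, exceeds three library SD while starting fluorescence stays within three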;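 further: channel opened by potassium depolarization with thallium stimulus after 20 min compound exposure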
Target sequence (P51787 whole entry, looked up): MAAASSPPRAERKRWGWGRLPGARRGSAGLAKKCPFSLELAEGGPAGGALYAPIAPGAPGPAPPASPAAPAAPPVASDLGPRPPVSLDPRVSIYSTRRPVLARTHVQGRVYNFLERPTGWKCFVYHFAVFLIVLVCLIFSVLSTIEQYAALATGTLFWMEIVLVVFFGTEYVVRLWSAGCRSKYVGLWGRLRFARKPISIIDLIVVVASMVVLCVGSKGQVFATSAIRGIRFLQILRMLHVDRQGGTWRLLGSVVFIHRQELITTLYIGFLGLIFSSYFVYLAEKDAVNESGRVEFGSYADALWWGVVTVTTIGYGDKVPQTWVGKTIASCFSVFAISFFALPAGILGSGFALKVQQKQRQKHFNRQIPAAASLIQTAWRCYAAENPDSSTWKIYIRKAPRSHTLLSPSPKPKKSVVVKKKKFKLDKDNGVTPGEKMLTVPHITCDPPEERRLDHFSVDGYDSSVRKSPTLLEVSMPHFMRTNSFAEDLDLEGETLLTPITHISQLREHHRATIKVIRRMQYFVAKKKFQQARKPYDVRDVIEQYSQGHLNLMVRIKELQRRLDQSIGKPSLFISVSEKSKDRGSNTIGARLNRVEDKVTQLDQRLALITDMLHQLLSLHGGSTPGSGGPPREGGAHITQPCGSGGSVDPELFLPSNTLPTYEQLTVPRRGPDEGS
TRPC4 inh – inhibitors of mouse TRPC4 channel, primary screen, Fluo4 calcium, HEK293 TRPC4beta/mu-opioid cells; Short transient receptor potential channel 4 (Mus musculus), Q9QUQ5; DAMGO-evoked Fluo4 calcium flux; active compounds read low; B-score at 10 µM; 0.39% of 300,000 active;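 active means B-score over 3 SD under the library average, no early fluorescence shift, positive overall ratio signal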
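Signal: kinetic Fluo4 fluorescence imaging of calcium influx. Material: stable TRPC4beta/mu-opioid receptor HEK293 cells. Probe or stimulus: DAMGO in two steps, submaximal then maximal.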
KCNQ1 act – potentiators or activators of KCNQ1 channel, primary screen, cell-based, thallium flux, high-throughput; B-score at 10 µM; AID 2648, 2010; Potassium voltage-gated channel subfamily KQT member 1 (Homo sapiens), P51787; 0.35% of 310,000 active; CHO-K1 KCNQ1, thallium flux FluxOR fluorescence; active compounds read high;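 active means fluorescence ratio B-score, a plate-corrected score, at least three library SD, with initial intensity B-score within 5 SD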
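Material: CHO-K1 cells stably expressing KCNQ1. Medium: assay buffer for compound exposure, DMSO matched across wells. Reagent: K+/Tl+ depolarizing stimulus. Compound dosing: single-concentration screen. Times: 37 °C overnight plating, 90-min dark dye load, 20-min compound pretreatment. Technique: FluxOR Tl+ flux fluorescence.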
* hit, by the source's call; i = inactive; . = not tested or not shown. Not all compounds are listed; rates above refer to the full screens.

SMILES | TRPC4 agonist | KCNK3 inh | KCNK9 block | PolyA inhibitor | Platelet DG rel | DYRK1A inh | TRPC4 potent | hERG protect | KCNQ1 block | TRPC4 inh | KCNQ1 act
O=C(NC(=S)Nc1ccccc1N1CCCC1)c1ccc(F)cc1 | i | i | i | i | -11.3 | 4.7 | i | -9.4 | i | i | i
O=C(NCCOc1ccccc1)C1CCC(=O)N(Cc2ccc(Cl)cc2)C1 (stereo unspecified) | i | i | i | i | -18.9 | 1.4 | i | -8.3 | i | i | i
OCCC1CN(CCCc2ccccc2)CCN1Cc1ccccc1 (stereo unspecified) | i | i | i | i | 6.5 | -5.4 | i | -15.2 | i | i | i
CCOC(=O)C1CCCN(CCC(=O)Nc2cccc(F)c2)C1 (stereo unspecified) | i | i | i | i | 6.8 | -3.8 | i | -0.6 | i | i | i
O=C(CN(C(=O)CSc1nc2ccccc2o1)c1cccc(F)c1)NC1CCCCC1 | i | i | i | i | 11.4 | 5.2 | i | -4.5 | i | i | i
COc1cc2cc3c(N)c(C(=O)Nc4sc(C)c(C)c4C#N)sc3nc2cc1OC | i | i | i | i | 8.1 | . | i | -8.7 | i | i | i
CCC1Oc2ccccc2N(Cc2ccccc2C)C1=O (stereo unspecified) | i | i | i | i | 4.8 | 2.1 | i | -10.9 | i | i | i
CC(C)n1nc(C(=O)Oc2cccc(Cl)c2Cl)c2ccccc2c1=O | i | i | i | i | -3.7 | 0.0 | i | -8.2 | i | i | i
O=C(OCc1ccc([N+](=O)[O-])cc1)c1ccc(N2CCCC2)c([N+](=O)[O-])c1 | i | i | i | i | 1.3 | -2.7 | i | -7.6 | i | i | i
CCCCC(CC)CNC(=O)CCS(=O)(=O)c1cccc2nonc12 (stereo unspecified) | i | i | i | i | 2.8 | 4.0 | i | -5.0 | i | i | i
CCCCn1c(N)c(N(CC)C(=O)c2cccc(F)c2)c(=O)[nH]c1=O | i | i | i | i | -13.7 | -1.6 | i | -6.1 | i | i | i
O=C(NC1CC1)C1CCN(c2ccc(S(=O)(=O)N3CCOCC3)cc2)CC1 | i | i | i | i | -1.4 | -8.0 | i | -10.4 | i | i | i
CC(=O)c1cc(CN2CCN(CCc3ccccc3)C(CCO)C2)cs1 (stereo unspecified) | i | i | i | i | -5.4 | . | i | -13.2 | i | i | i
CCCCNC(=O)c1nn2c(C(F)(F)F)cc(-c3ccccc3)nc2c1Br | i | i | i | i | 2.6 | -3.2 | i | -3.1 | i | i | i
CCOC(=O)/C=C1\SCC(=O)N1CC(=O)N1CCOCC1 | i | i | i | i | 2.2 | 2.9 | i | -5.5 | i | i | i
C/C(N)=C(/C#N)C(=O)COC(=O)c1ccc(C#N)cc1 | i | i | i | i | -1.2 | 5.1 | i | -3.3 | i | i | i
CN(Cc1cn(-c2ccccc2)nc1-c1cc2ccccc2o1)C(=O)CCC(=O)O | i | i | i | i | 0.9 | -0.5 | i | -9.0 | i | i | i
CCOc1ccc2[nH]c(C)c(CN3CCOCC3)c(=O)c2c1 | i | i | i | i | 1.4 | -4.2 | i | -2.7 | i | i | i
C=CCn1c(SCC(=O)NNC(=S)Nc2ccccc2)nnc1-c1ccccc1 | i | i | i | i | -11.7 | . | i | -3.5 | i | i | i
COc1ccccc1-c1cnn2c(NCc3ccccc3)cc(C)nc12 | i | i | i | i | -5.4 | -0.4 | i | 1.0 | i | i | i
CCOc1ccc(N(CC(=O)N/N=C(\C)c2cccc(NC(C)=O)c2)S(=O)(=O)c2ccccc2)cc1 | i | i | i | i | -1.1 | 3.6 | i | -5.2 | i | i | i
COc1ccc(N2CCN(C(=O)c3cccnc3)CC2)c([N+](=O)[O-])c1 | i | i | i | . | -2.3 | -8.2 | i | 1.6 | i | i | i
CC(O)c1nc2ccccc2n1Cc1nnc(-c2ccc(Cl)cc2)o1 (stereo unspecified) | i | i | i | i | -6.0 | 4.4 | i | -17.7 | i | i | i
O=C(CC1SC(N2CCOCC2)=NC1=O)Nc1cc([N+](=O)[O-])ccc1Cl (stereo unspecified) | i | i | i | i | -4.1 | 2.7 | i | -7.9 | i | i | i
CCOc1ccc(NC(=O)CCC(=O)NNC(=O)c2ccccc2Cl)cc1 | i | i | i | . | . | -1.5 | i | -11.1 | i | i | i

Seven of these compounds in another layout.
compound	TRPC4 agonist	KCNK3 inh	KCNK9 block	PolyA inhibitor	Platelet DG rel	DYRK1A inh	TRPC4 potent	hERG protect	KCNQ1 block	TRPC4 inh	KCNQ1 act
C=CCn1c(SCC(=O)NNC(=S)Nc2ccccc2)nnc1-c1ccccc1	i	i	i	i	-11.7	.	i	-3.5	i	i	i
COc1ccccc1-c1cnn2c(NCc3ccccc3)cc(C)nc12	i	i	i	i	-5.4	-0.4	i	1.0	i	i	i
CCOc1ccc(N(CC(=O)N/N=C(\C)c2cccc(NC(C)=O)c2)S(=O)(=O)c2ccccc2)cc1	i	i	i	i	-1.1	3.6	i	-5.2	i	i	i
COc1ccc(N2CCN(C(=O)c3cccnc3)CC2)c([N+](=O)[O-])c1	i	i	i	.	-2.3	-8.2	i	1.6	i	i	i
CC(O)c1nc2ccccc2n1Cc1nnc(-c2ccc(Cl)cc2)o1 (stereo unspecified)	i	i	i	i	-6.0	4.4	i	-17.7	i	i	i
O=C(CC1SC(N2CCOCC2)=NC1=O)Nc1cc([N+](=O)[O-])ccc1Cl (stereo unspecified)	i	i	i	i	-4.1	2.7	i	-7.9	i	i	i
CCOc1ccc(NC(=O)CCC(=O)NNC(=O)c2ccccc2Cl)cc1	i	i	i	.	.	-1.5	i	-11.1	i	i	i

Going on with the list.
SMILES | TRPC4 agonist | KCNK3 inh | KCNK9 block | PolyA inhibitor | Platelet DG rel | DYRK1A inh | TRPC4 potent | hERG protect | KCNQ1 block | TRPC4 inh | KCNQ1 act
Cc1ccc(NS(=O)(=O)c2ccc(C(=O)N3CCN(c4ncccn4)CC3)cc2)cc1 | i | i | i | i | -1.3 | 4.0 | i | -17.8 | i | i | i
COc1ccc(C(=O)Nc2nc(-c3ccccc3)c(C(C)=O)s2)c(OC)c1 | i | i | i | i | -4.3 | -1.3 | i | -23.4 | i | i | i
O=C(NCC1CCCO1)C(c1cccs1)N(Cc1cccs1)C(=O)c1ccc(-c2ccccc2)[nH]1 (stereo unspecified) | i | i | i | i | 18.5 | 7.5 | i | -8.3 | i | i | i
COc1ccc(NC(=O)c2c(N)no[n+]2[O-])c(OC)c1 | i | i | i | i | -1.8 | . | i | -5.5 | i | i | i
O=C(O)c1ccc(NS(=O)(=O)c2cccc(C(=O)Nc3ccccc3[N+](=O)[O-])c2)cc1 | i | i | i | i | 8.7 | -0.2 | i | -3.7 | i | i | i
Clc1ccc(OCCOCCN2CCCCC2)c(Br)c1 | i | i | i | i | 2.7 | -2.6 | i | -13.8 | i | i | i
COc1cc(CNC(=O)C2CCCN2S(=O)(=O)c2ccccc2)cc(OC)c1OC (stereo unspecified) | i | i | i | i | -4.4 | -0.2 | i | -10.5 | i | i | i
COc1ccc(/C(C)=N/NC(=S)NCCc2ccccc2)c(O)c1 | i | i | i | i | 9.9 | 2.9 | i | -11.3 | i | i | i
O=S(=O)(NCc1ccc(Cl)cc1Cl)c1cccs1 | i | i | i | i | 0.5 | 0.7 | i | -11.3 | i | i | i
CC(O)/C=C/c1ccc2ccccc2n1 (stereo unspecified) | i | i | i | i | -11.1 | -4.4 | i | -7.3 | i | i | i
N#CCCS(=O)(=O)c1ccc(N)cc1 | i | i | i | . | 0.6 | 3.6 | i | -2.6 | i | i | i
O=C(NC(Cc1ccc(O)cc1)C(=O)O)c1ccco1 (stereo unspecified) | i | i | i | i | -0.2 | -5.0 | i | -10.6 | i | i | i
CCOC(=O)c1c(C)oc2c1cc(NS(=O)(=O)c1ccc(C(=O)O)cc1)c1ccccc12 | i | i | i | i | 2.5 | -2.1 | i | -10.0 | i | i | i
Cc1ccc(N(CN2C(=O)NC(C)(C)C2=O)CN2C(=O)NC(C)(C)C2=O)cc1 | i | i | i | i | 0.2 | 3.6 | i | -11.5 | i | i | i
O=C(NC1CCCCC1)c1ccccc1NC(=O)C1CC(=O)N(c2ccccc2)C1 (stereo unspecified) | i | i | i | i | -2.8 | 1.6 | i | -11.3 | i | i | i
COc1ccc(C(=O)NNC(=O)CN2CCC(n3nnc4cc(C(F)(F)F)ccc43)CC2)cc1 | i | i | i | i | 1.2 | -7.3 | i | -3.1 | i | i | i
Cc1nn(-c2ccccc2)c2sc(C(=O)O)cc12 | i | i | i | i | -0.6 | 22.8 | i | -16.1 | i | i | i
CCC(CC)COC(=O)C(C#N)c1nc2ccccc2nc1N1CCN(CC)CC1 (stereo unspecified) | i | i | i | i | -6.0 | 3.1 | i | -31.5 | i | i | i
COc1ccc(-c2[nH]ncc2CN(CCO)CC23CC4CC(CC(C4)C2)C3)c(OC)c1 | i | i | i | i | 1.1 | 1.3 | i | -15.9 | i | i | i
CSc1ccn(CCC(=O)O)c(=O)n1 | i | i | i | i | . | -7.3 | i | -0.9 | i | i | i
CCOC(=O)CNC(=O)c1cccnc1Oc1ccc(Cl)cc1 | i | i | i | i | -17.6 | -1.3 | i | -6.8 | i | i | i
CN(c1ccc(C(=O)Nc2nccs2)cc1)S(=O)(=O)c1ccccc1 | i | i | i | i | -6.4 | 1.8 | i | -10.0 | i | i | i
CCCS(=O)(=O)Nc1c(OC)ccc2c1c(C(=O)OCC)c(C)n2C | i | i | i | i | -2.6 | -0.8 | i | -5.8 | i | i | i
